# tim10-1 inh – growth inhibitors of tim10-1 mutant yeast, primary screen, luminescence, uHTS; S. cerevisiae tim10-1 ts strain growth, BacTiter-Glo, 24 h; inhibition, % at 20 µM; 330,000 compounds, 2.2% hits; AID 463190, 2010;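 active = inhibition of at least 40%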;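 note: mutant grown at 25 °C; 0% = DMSO wells with yeast and 100% = wells holding no yeast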
# TIM10 inh – growth inhibitors of isogenic TIM10 control yeast, primary screen, counter-screen for tim10-1 yeast inhibitor project, luminescence, uHTS; S. cerevisiae TIM10 strain growth, BacTiter-Glo luminescence, 24 h; 330,000 compounds, 1.4% hits; AID 463195, 2010; inhibition, % at 10 µM;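 active = inhibition of 40% or more at the single tested concentration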;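 note: wild-type TIM10 isogenic control strain grown at permissive 25 °C; 0% = DMSO yeast wells and 100% = minimal medium wells without yeast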
# mIAP inh – inhibitors of mouse IAP, primary screen, biochemical, luminescence, uHTS | intestinal alkaline phosphatase [Mus musculus] | purified mouse IAP, CDP-Star luminescence, 30 min | inhibition, % at 10 µM | 330,000 compounds, 0.2% hits;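 active = inhibition of at least 40% at 10 µM in the primary screen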;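 note: plate controls were DMSO with enzyme for no effect and no enzyme wells for full effect; values of inactives mirror those of a sister screen read the other way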
# Apaf1 inhib – inhibitors of human Apaf-1 apoptosome, primary screen, biochemical, DEVD-Rh110 fluorescence, uHTS; reconstituted apoptosome caspase-3 activity; 330,000 compounds, 0.71% hits; inhibition, % at 20 µM; active = inhibition of at least 40% at 20 µM;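 note: plate controls were DMSO wells for no effect and DEVD-CHO caspase inhibitor wells for full effect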
#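 System: Apoptosome proteins | Medium: Hepes pH 7.5 with detergent and BSA | Also added: Cytochrome c trigger plus (Z-DEVD)2-Rh110 caspase-3 substrate | Incubation: 30 min compound preincubation, 50 min activation, room temperature | Detection: Rhodamine 110 fluorescence at Ex 480/Em 540 nm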
# hIAP act – human IAP activators, primary screen, biochemical, luminescence, uHTS | Intestinal-type alkaline phosphatase (Homo sapiens), P09923 | activation factor at 10 µM | 330,000 compounds, 0.16% hits | AID 2524, 2010 | purified human IAP, CDP-Star luminescence, 30 min; hits give high values; 1 = vehicle-only enzyme, 0 = enzyme-free background;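 active = activation factor of the enzyme at least 2-fold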; note: the source names both 10 and 20 µM as test concentration; values of inactives mirror those of a sister screen read the other way
# Target sequence (P09923 whole entry, looked up): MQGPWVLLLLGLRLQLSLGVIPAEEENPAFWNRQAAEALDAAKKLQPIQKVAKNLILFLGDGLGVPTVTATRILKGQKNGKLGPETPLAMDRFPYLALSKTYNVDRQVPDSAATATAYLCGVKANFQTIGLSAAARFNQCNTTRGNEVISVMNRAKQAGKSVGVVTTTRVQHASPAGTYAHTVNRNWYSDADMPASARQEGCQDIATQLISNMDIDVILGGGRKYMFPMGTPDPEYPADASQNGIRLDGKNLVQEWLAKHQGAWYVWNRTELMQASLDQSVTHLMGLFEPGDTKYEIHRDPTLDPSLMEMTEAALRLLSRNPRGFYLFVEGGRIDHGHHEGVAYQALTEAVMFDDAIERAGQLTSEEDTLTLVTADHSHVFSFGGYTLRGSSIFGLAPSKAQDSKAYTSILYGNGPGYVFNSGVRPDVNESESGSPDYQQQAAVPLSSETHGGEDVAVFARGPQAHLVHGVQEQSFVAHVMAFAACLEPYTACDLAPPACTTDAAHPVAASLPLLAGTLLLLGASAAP
# hIAP block – human IAP inhibitors, primary screen, biochemical, luminescence, uHTS; inhibition, % at 10 µM; 330,000 compounds, 0.12% hits; purified IAP, CDP-Star luminescence, 30 min; Intestinal-type alkaline phosphatase (Homo sapiens), P09923; AID 2544, 2010;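 active = inhibition reaching a set limit with compound at 10 µM in the primary screen, cut at about 35% in these data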;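 note: plate controls were DMSO wells with enzyme for no effect and no-enzyme buffer wells for full effect; values of inactives mirror those of a sister screen read the other way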
# NLRP3 yeast inh – NALP3 inflammasome inhibitors in reconstituted yeast, primary screen, luminescence, uHTS; Yeast reconstituted NLRP3/ASC/caspase-1, beta-gal luminescence, 24 h; inhibition, % at 10 µM; 330,000 compounds, 0.39% hits;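 active = inhibition of 50% or more; inactive = inhibition below 50%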;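 note: plate controls were induced DMSO wells for no effect and uninduced yeast grown without galactose for full effect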
# mIAP activ – activators of mouse IAP, primary screen, biochemical, luminescence, uHTS; muIAP, CDP-Star luminescence, 30 min; hits give high values; 1 = vehicle-only enzyme signal, 0 = enzyme-free wells; intestinal alkaline phosphatase [Mus musculus]; activation factor at 10 µM; 330,000 compounds, 0.24% hits; AID 2805, 2010;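 active = activation factor of at least 2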; note: the source names both 10 and 20 µM as test concentration; values of inactives mirror those of a sister screen read the other way
#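 System: Mouse IAP enzyme | Also added: CDP-Star substrate | Dosing: Compounds dispensed in DMSO | Schedule: 30 min enzyme-substrate-compound incubation at room temperature | Technique: Chemiluminescence readout | Control set: DMSO-only wells and no-enzyme negative control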
# ATG4B inhibitor – ATG4B protease inhibitors, primary screen, biochemical, fluorescence, uHTS; 340,000 compounds, 0.51% hits; inhibition, % at 8.33 µM; AID 504462, 2011; Cysteine protease ATG4B (Homo sapiens), Q9Y4P1; ATG4B cleavage of LC3-PLA2, NBD-HPC fluorescence, 1 h; in the data active = inhibition above about 40%
# Target sequence (Q9Y4P1 whole entry, looked up): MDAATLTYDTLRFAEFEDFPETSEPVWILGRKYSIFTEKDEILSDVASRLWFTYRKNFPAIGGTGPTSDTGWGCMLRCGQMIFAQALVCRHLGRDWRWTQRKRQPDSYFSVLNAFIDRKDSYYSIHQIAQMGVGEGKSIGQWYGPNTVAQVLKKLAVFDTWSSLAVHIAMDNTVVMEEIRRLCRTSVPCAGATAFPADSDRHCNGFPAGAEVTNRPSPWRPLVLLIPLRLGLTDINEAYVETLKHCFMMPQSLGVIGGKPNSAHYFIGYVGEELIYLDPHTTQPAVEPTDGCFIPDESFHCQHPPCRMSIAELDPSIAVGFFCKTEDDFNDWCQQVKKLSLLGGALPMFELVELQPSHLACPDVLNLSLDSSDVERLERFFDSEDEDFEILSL
# Active calls of the source: *. Hits appear at their usual frequency. Share with any hit: about 4.5%.
SMILES,tim10-1 inh,TIM10 inh,mIAP inh,Apaf1 inhib,hIAP act,hIAP block,NLRP3 yeast inh,mIAP activ,ATG4B inhibitor
Cc1cccc(-c2nnc(SCC(=O)N3CCCC3)o2)c1,3,0,10,-1,0.96,4,24,0.9,-5
Cc1cc(NC(=O)c2ccccc2F)n(C(C)(C)C)n1,6,-6,-12,-3,1.1,-6,12,1.1,-11
Cc1cc(C)c2cc(C(c3nnnn3C3CCCC3)N3CCOCC3)c(=O)[nH]c2c1 (centres undefined),14,-9,-4,17,1.1,-14,9,1,-1
CC(=O)Nc1cc(C(=O)N2CCN(C)CC2)ccc1Sc1ccc(C)cc1,-3,13,3,-3,0.89,11,11,0.97,3
O=C(CCCSc1nc2ccccc2[nH]1)NC(c1ccccc1)c1ccccc1,15,18,-12,-5,1.1,-13,-3,1.1,-6
CCOc1ccc(N(C(C)C(=O)N2CCCCCC2)S(C)(=O)=O)cc1 (centres undefined),19,-2,-2,-11,1.2,-21,27,1,2
O=C(NC1CCSc2ccccc21)c1cccc(S(=O)(=O)N2CCOCC2)c1 (centres undefined),22,24,4,5,0.98,2,9,0.96,-8
CC(C)(C)NC(=O)c1cc(NC(=O)c2ccco2)cc(NC(=O)c2ccco2)c1,11,1,-3,-1,1.1,-12,1,1,-5
Cn1c(=O)c2c(nc(N3CCN(c4ccccn4)CC3)n2Cc2ccc(Cl)cc2Cl)n(C)c1=O,23,18,-3,12,0.91,9,17,1,-1
C=C(C)Cn1c(=O)c2c(nc3n2CCCN3CCc2ccccc2)n(C)c1=O,9,12,-5,9,1.1,-12,20,1.1,3
Cc1ccc(NC(=O)c2cc(-c3ccccc3)nn2-c2ccccc2)c(Br)c1,32,33,-6,7,0.86,14,10,1.1,7
CCn1nc(C)c(CN2CCCC(CO)(Cc3ccccc3)C2)c1C (centres undefined),8,5,-5,-14,1,-2,14,1,-4
COc1cc(OC)cc(C(=O)NNC(=O)CCOc2ccccc2OC)c1,5,0,4,-9,1,-3,22,0.96,-10
Cc1ccccc1NC(=O)c1ccccc1NS(=O)(=O)c1cccc2cccnc12,24,7,0,7,1.1,-11,-17,0.99,-5
Cc1ccc(S(=O)(=O)N(Cc2cccc(C(F)(F)F)c2)C(=O)N2CCN(C)CC2)cc1,5,2,6,-7,0.98,2,19,0.94,4
Cc1ccc(-c2cc(C(=O)Nc3cc(C)on3)c3ccccc3n2)cc1,5,3,2,15,0.96,4,9,0.98,-3
COc1cc(OC)cc(C(=O)NNC(=O)CCC2CCCC2)c1,-11,2,-4,2,1.1,-14,13,1,-4
COc1ccc(Cl)cc1NC(=O)C/C(C)=N/NC(=O)COc1ccc(C)cc1,9,16,4,3,0.96,4,19,0.96,-6
CCOC(=O)Cc1csc(NC(=O)CSc2nc(N)c3c(C)c(C)sc3n2)n1,8,19,7,8,0.99,1,-3,0.93,-18
Cn1c(=O)c2c(O)cc(=O)n(-c3ccccc3)c2n(C)c1=O,2,16,-6,14,0.88,12,11,1.1,-10
CCOC(=O)c1cn[nH]c1C(F)(F)F,-17,-3,-7,-13,0.87,13,-3,1.1,3
O=C(c1ccc(F)c(S(=O)(=O)N2CCOCC2)c1)N1CCN(c2ncccn2)CC1,13,8,-4,-4,1.1,-10,-7,1,6
C=CCNC(=O)c1c2c(nc3ccccc13)-c1ccccc1CC2,7,-22,4,-6,0.89,11,22,0.95,3
Cc1ccc(C)c(S(=O)(=O)N2CCN(CC(=O)Nc3cc(C)on3)CC2)c1,21,5,-8,4,1.1,-14,-1,1.1,-12
CCOC(=O)c1nc2sc(C)c(C)c2c(=O)[nH]1,-13,-5,8,-13,1.3,-29,6,0.93,2
# The listing continues.
SMILES,tim10-1 inh,TIM10 inh,mIAP inh,Apaf1 inhib,hIAP act,hIAP block,NLRP3 yeast inh,mIAP activ,ATG4B inhibitor
CC(C)c1nnc(SCC(=O)NCc2ccc3c(c2)OCO3)n1C,8,-8,-10,17,1.2,-22,-14,1.1,6
CC(C)n1c(N2CCN(C(=O)N3CCCCC3)CC2)nc2ccccc21,23,23,0,0,1.1,-6,1,1,-8
COC(=O)c1cccc(C23CC4(C2)[C@H](CN(Cc2ccc(-c5ccccc5)cc2)[C@@H]4c2ccccc2)C3c2ccc(Cl)nc2)c1 (some centres undefined),20,6,3,24,0.95,5,15,0.97,-4
COc1cccc(CNC(=O)[C@H](CC(C)C)NC(=O)N2CCn3c2nc2ccccc23)c1,18,1,2,11,1,-5,-1,0.98,-4
CC(=O)Nc1ccc(NS(=O)(=O)c2ccc(Cl)s2)cc1,2,0,10,2,0.99,1,7,0.9,-1
COc1ccc(NC(=S)N(CCc2c(C)[nH]c3ccccc23)Cc2cccnc2)cc1,-1,-6,-6,6,0.98,2,-4,1.1,-13
CCCOc1ccc(C2=CSC3=NCCN23)cc1,1,13,0,-3,1,0,0,1,0
Cc1c(/C=N/O)sc2ccccc12,-1,-6,-3,-13,0.9,10,14,1,-9
Cc1cccc(C(=O)NNC(=O)c2ccc(O)cc2)c1,-15,-6,6,-3,0.79,21,3,0.94,0
CCNc1ccc(C(=O)Nc2ccc3nc(C)sc3c2)cc1[N+](=O)[O-],-158,-34,8,4,1,-2,22,0.92,4
O=C(CCC(=O)c1ccccc1)NCCc1c[nH]c2ccccc12,1,13,-6,-1,1,-5,19,1.1,-6
CCOc1ccc(S(=O)(=O)N2CCCC(C(=O)NCc3cccnc3)C2)cc1C (centres undefined),26,-17,-6,4,1,-4,26,1.1,-2
Cc1noc(C)c1S(=O)(=O)N1CCC(Cc2ccccc2)CC1,25,32,-1,12,1.1,-6,-22,1,-12
CCCN(CCC)CCCNC(=O)c1ccc2c(c1)N(CC)C(=O)c1ccccc1S2=O (centres undefined),5,-9,7,12,1,-3,2,0.93,-2
CCOC(=O)C1CCCN(S(=O)(=O)c2c(C)c(C)cc(C)c2C)C1 (centres undefined),29,14,-4,4,0.87,13,12,1,-12
O=c1cc(CO)oc(CN2CCN(c3ccccc3)CC2)c1O,9,3,7,-3,0.93,8,-5,0.93,-12
COc1cc(/C=N/Nc2nc3c(c(=O)n(C)c(=O)n3C)n2Cc2ccccc2)ccc1OC(=O)c1ccco1,13,13,4,11,1.9,-92,-3,0.96,-5
O=C(Nc1ccc(Cl)cc1)c1ccco1,-24,1,-2,3,1.1,-5,21,1,-1
COc1ccc(/C=C/C(=O)N(c2ccccn2)C2CCCCC2)cc1OC,12,-6,-8,13,0.94,6,18,1.1,-7
CCCCCn1cnnc1SCC(=O)c1ccc2c(c1)OCO2,2,1,2,7,0.81,19,18,0.98,7
COc1ccc(C)cc1S(=O)(=O)N(CC(=O)N1CCCC1)c1ccccc1,13,13,0,-8,1.1,-8,15,1,-6
O=C1CC/C=C\C[C@@H](CC(=O)N(CCO)Cc2ccccc2)C(=O)NCCO1,-7,2,-2,-4,0.96,4,10,1,7
O=C1c2nc3cc(-c4ccccc4)[nH]n3c(=O)c2CN1Cc1ccccc1,-23,-16,-9,-1,0.92,8,11,1.1,-5
Cc1cc(NCCCn2ccnc2)n2nc(-c3ccc(F)cc3)cc2n1,-2,6,-2,-3,1.2,-22,17,1,-18
O=C(c1ccccc1)c1nn(-c2cccc(Cl)c2)c2nc(-c3ccccc3)cc(=O)n12,-9,-2,4,1,1,-3,5,0.95,-5

# Arranged by the number under mIAP activ (high to low): some entries from above
SMILES	mIAP activ
CCOC(=O)C1CCCN(S(=O)(=O)c2c(C)c(C)cc(C)c2C)C1 (centres undefined)	1
COC(=O)c1cccc(C23CC4(C2)[C@H](CN(Cc2ccc(-c5ccccc5)cc2)[C@@H]4c2ccccc2)C3c2ccc(Cl)nc2)c1 (some centres undefined)	0.97
CCNc1ccc(C(=O)Nc2ccc3nc(C)sc3c2)cc1[N+](=O)[O-]	0.92

# Following part
SMILES,tim10-1 inh,TIM10 inh,mIAP inh,Apaf1 inhib,hIAP act,hIAP block,NLRP3 yeast inh,mIAP activ,ATG4B inhibitor
CC(Oc1ccccc1)C(=O)Nc1ccc(S(=O)(=O)N2CCCC2)cc1 (centres undefined),20,-1,-7,9,0.84,16,12,1.1,-4
Cc1cccc(CCN(CC(=O)NC(C)(C)C)C(=O)c2csnn2)c1,18,10,1,-7,0.82,18,14,0.99,2
CC(C)(C)c1ccc(C(=O)Nc2ccccc2NC(=O)c2ccco2)cc1,1,4,-7,8,0.85,15,5,1.1,-2
CCCc1[nH]nc2c1C(c1ccc(OC(=O)c3ccco3)cc1)C(C#N)=C(N)O2 (centres undefined),8,3,16,0,1,-2,10,0.83,69*
COc1ccc(C(=O)O/N=C(/C)c2cccs2)cc1,23,6,-4,3,1.4,-36,45,1,4
CCOC(=O)c1cccc(NC(=O)CSc2nc3ccccc3c(=O)n2CCOC)c1,-1,9,-3,2,0.9,10,1,1,7
O=[N+]([O-])c1ccc(C2CCCC/C2=N/OCc2ccccc2F)c([N+](=O)[O-])c1 (centres undefined),18,0,10,5,0.99,1,19,0.9,-3
O=S(=O)(c1ccc(Cl)c(C(F)(F)F)c1)N1CCN(CC(O)COc2ccccc2F)CC1 (centres undefined),25,29,10,31,0.84,16,-3,0.9,-8
Cc1c(CC(=O)NCC(=O)NCC(=O)O)c(=O)oc2c(C)c3oc4c(c3cc12)CCCC4,16,-2,-9,9,0.94,6,8,1.1,11
Cc1ccc(NC(=O)N2CCC(NC(=O)c3ccccc3C)CC2)cc1,0,2,-1,-3,1,-3,4,1,-9
COc1cc2c(cc1OC)C(C(=O)N1CCCC1)C(c1ccccc1F)N(C)C2=O (centres undefined),7,-6,6,2,1,-1,23,0.94,-4
CCOc1ccc(C(=O)COC(=O)c2nn(CC)c(=O)c3ccccc23)cc1,26,0,-5,4,0.96,4,19,1.1,-35
Cc1cc(N2C(=O)C(O)=C(C(=O)c3cccs3)C2c2ccc(F)cc2)no1 (centres undefined),6,4,2,-10,0.89,11,-1,0.98,20
CCOc1ccccc1NC(=O)CSc1nnc(CNC(=O)c2ccco2)o1,10,-5,2,-1,0.95,5,-1,0.98,-17
O=C1/C(=C\Nc2ccccc2)CCN1c1ncccn1,-12,-9,-6,-3,1.2,-22,7,1.1,-2
CCC(=S)/C=C1\Sc2ccccc2N1CCCS(=O)(=O)O,4,7,-4,-9,1.2,-18,12,1,-17
CCN(CC)C(=O)C(C)OC(=O)COc1ccc(Cl)cc1Cl (centres undefined),8,8,4,-5,0.99,1,9,0.96,4
Cc1ccc(/C=N/N(C)S(=O)(=O)c2ccc(C)cc2)cc1,17,3,3,14,1,-3,51*,0.97,2
O=C(c1ccc(Cl)c(S(=O)(=O)N2CCCCCC2)c1)N1CCCCC1,31,-2,-14,13,0.8,20,16,1.1,2
COc1ccc(OC)c(S(=O)(=O)N(C)CC(=O)N2CCc3ccccc3C2)c1,10,19,-5,30,0.91,9,15,1.1,-8

# Bioassay records as filed in PubChem.
